TRPC6 inh: inhibitors of mouse TRPC6 channel; AID 2553; B-score at 10 µM; Q61143; 1.1% of 310,000 active; HEK293-TRPC6, membrane potential dye, ACh-evoked depolarization; hits give low values;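 active = B-score under library mean minus 3 SD, initial fluorescence not abnormally high, positive integrated signal ratio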;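 note: B-score derived from integrated fluorescence ratio over the kinetic read; more negative B-score means stronger inhibition of depolarization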
Target sequence (Q61143 whole entry, looked up): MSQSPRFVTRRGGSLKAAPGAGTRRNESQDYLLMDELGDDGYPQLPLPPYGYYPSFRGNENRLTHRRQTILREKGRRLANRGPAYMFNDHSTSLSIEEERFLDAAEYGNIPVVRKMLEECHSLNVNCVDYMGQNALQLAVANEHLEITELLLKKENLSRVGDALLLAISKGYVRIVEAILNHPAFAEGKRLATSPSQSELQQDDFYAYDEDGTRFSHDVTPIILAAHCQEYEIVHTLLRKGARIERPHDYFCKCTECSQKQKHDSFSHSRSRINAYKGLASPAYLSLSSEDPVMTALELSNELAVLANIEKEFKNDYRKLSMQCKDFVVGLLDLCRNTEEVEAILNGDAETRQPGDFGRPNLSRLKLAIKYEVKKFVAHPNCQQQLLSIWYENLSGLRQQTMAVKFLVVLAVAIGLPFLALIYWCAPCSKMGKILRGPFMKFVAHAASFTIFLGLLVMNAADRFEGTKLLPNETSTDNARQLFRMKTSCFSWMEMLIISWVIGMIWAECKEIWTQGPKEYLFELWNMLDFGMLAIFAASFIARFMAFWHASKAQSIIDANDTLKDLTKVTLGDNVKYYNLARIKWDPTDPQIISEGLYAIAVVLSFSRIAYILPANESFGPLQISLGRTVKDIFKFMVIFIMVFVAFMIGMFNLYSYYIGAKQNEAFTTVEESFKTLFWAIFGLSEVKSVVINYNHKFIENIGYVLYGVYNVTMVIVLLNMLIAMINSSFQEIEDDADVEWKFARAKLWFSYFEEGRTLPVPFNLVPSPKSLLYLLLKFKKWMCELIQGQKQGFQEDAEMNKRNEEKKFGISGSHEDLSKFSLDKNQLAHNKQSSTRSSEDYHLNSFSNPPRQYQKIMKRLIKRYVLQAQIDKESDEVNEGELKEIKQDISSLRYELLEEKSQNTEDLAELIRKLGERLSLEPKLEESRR
AI-2 QS modul: Vibrio harveyi AI-2 quorum sensing modulation. 0.4% of 300,000 active. AID 2094. Vibrio harveyi JMH597 AI-2 luminescence/OD600 ratio, 9 h; hits give low values; strain lacks LuxN and CqsS sensors; 0 = neutral-control median. activity change, % at 7.5 µM; in the data active = activity change below about -75%, passing the limit was not always enough;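 note: luminescence divided by OD600 gain over 9 h not by final OD600 alone; inactives centre near 13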
MrgX1 antagonist: blocks BAM8-22 activation of human MrgX1 receptor. MRGX1-HEK293 calcium flux, Fluo-4, BAM8-22 antagonism; hits give low values. B-score at 10 µM. 1.3% of 310,000 active;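 active = calcium-response B-score plate-corrected more than 3 library SD below zero, starting fluorescence within 5 deviations, no agonist response on first addition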;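 note: peak minus trough fluorescence over baseline after final BAM8-22 challenge near maximal dose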
MrgX1 agonist: activates human MrgX1 receptor signaling; Q96LB2; MrgX1-HEK293 cells, Fluo-4 calcium fluorescence, agonist mode; hits give high values; B-score at 10 µM; 0.44% of 310,000 active;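 active = calcium response B-score plate-corrected fluorescence ratio at least 3 library SD, with starting fluorescence B-score inside 5 SD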
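Material: HEK293 cells stably expressing human MrgX1 receptor | Quantity: 15,000 cells per well | Times: Cells plated overnight, dye loaded 0.5 h 37 °C, 0.5 h room temperature | Measured by: Kinetic Fluo-4 NW fluorescence of intracellular calcium | Control set: Positive and negative controls per plate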
TRPC4 potent: allosterically enhances the mouse TRPC4 cation channel; HEK293 TRPC4beta/mu-opioid, DAMGO EC20, Fluo-4 Ca2+ flux; hits give high values; B-score at 10 µM; 0.42% of 310,000 active; AID 2227;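 active = B-score of calcium response area above 5 SD of library B-scores, with initial fluorescence ratio within 5 SD of library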;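 note: B-score of integrated fluorescence ratio over time as area under calcium response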
TRPC6 activator: mouse TRPC6 channel activation | Q61143 | HEK293-TRPC6 membrane potential dye fluorescence; hits give high values | B-score at 10 µM | 0.13% of 310,000 active | AID 2550;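 active = B-score of the integrated fluorescence ratio above library mean plus 3 SD, and starting fluorescence ratio within library mean plus 5 SD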;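 note: higher score means more depolarization so channel activation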
PolyA inh: yeast polyadenylation inhibition. S. cerevisiae SKY197-pL101 polyadenylation reporter, beta-gal luminescence; efflux-impaired pdr1/pdr3 knockout yeast; score 100 = 6 SD above DMSO. calls only at 12 µM. 0.02% of 300,000 active. AID 1875;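 active = lowest replicate activity score at least 50, where 100 means six control SD above control mean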;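 note: yeast exposed to compound for 9 h at 30 °C; higher score means more reporter readthrough which indicates perturbed polyadenylation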
TRPC4 inh: TRPC4 (mouse) channel inhibition; Q9QUQ5; HEK293 TRPC4beta/mu-opioid, DAMGO-evoked Fluo4 calcium flux; hits give low values; B-score at 10 µM; 0.39% of 300,000 active;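 active = B-score over 3 SD under the library average, no early fluorescence shift, positive overall ratio signal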
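Assay system: TRPC4beta/mu-opioid receptor HEK293 cell line; compound dosing: single concentration per test compound; detection: Fluo4 Ca2+ flux fluorescence; evaluation: per-well B score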
TRPC4 agonist: opens the mouse TRPC4 cation channel. Q9QUQ5. HEK293 TRPC4beta/mu-opioid, Fluo4 calcium fluorescence; hits give high values. B-score at 10 µM. 0.49% of 310,000 active;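 active = B-score above 5 SD of library B-scores, and initial fluorescence ratio not above library mean plus 5 SD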;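 note: positive B-score marks a calcium rise read as TRPC4 activation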
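Assay system: HEK293 cells stably co-expressing mouse TRPC4beta and mu-opioid receptor / Timing: Fluo4 dye loading 45 min at room temperature, 110 s recording / Signal: Fluo4 calcium-sensitive dye fluorescence, kinetic, 1 Hz baseline / Read-out: integrated baseline-normalised fluorescence ratio, converted to per-well B score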
HIF act: HIF pathway transcriptional activation; U2OS HRE-luciferase reporter, luminescence; normalized: DMSO 0%, desferrioxamine 100%; activation, % at 7.5 µM (by protocol); 0.32% of 300,000 active; AID 1910;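 active = mean activation of at least 10% of the iron chelator positive control signal, with at least half of replicates also reaching 10%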
MrgX1 PAM: human MrgX1 positive allosteric modulation, primary screen; Q96LB2; B-score at 10 µM; MrgX1-HEK293, Fluo-4 calcium flux, FDSS; hits give high values; AID 588675; 0.63% of 310,000 active;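 active = plate-corrected calcium response at least 3 library SD above typical, normal starting fluorescence, not activating the receptor alone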;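 note: compound read alongside a low EC10 to EC30 dose of BAM8-22 agonist; peak minus trough fluorescence over baseline measured at the second addition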
* = called active by the depositor; i = inactive; . = not tested or not shown.

SMILES	TRPC6 inh	AI-2 QS modul	MrgX1 antagonist	MrgX1 agonist	TRPC4 potent	TRPC6 activator	PolyA inh	TRPC4 inh	TRPC4 agonist	HIF act	MrgX1 PAM
CS(=O)(=O)N1CCc2cc(-c3csc(NC(=O)Cc4ccccc4)n3)ccc21	i	26	i	i	i	i	i	i	i	-0.7	i
O=C(c1ccc(S(=O)(=O)N2CCOCC2)cc1)N1CCc2ccccc21	i	-3	i	i	i	i	i	i	i	-0.2	i
Cc1cc(C)n2cc(CSc3ccc(Cl)cc3)nc2n1	i	14	i	i	i	i	i	i	i	1.1	i
Cc1cnc(NC(=O)Nc2ccccc2)c(C)n1	i	3	i	i	i	i	i	i	i	2.3	i
Cc1ccc(/C=N/n2c(C)cc(C)c(C#N)c2=O)o1	i	8	i	i	i	i	i	i	i	-0.1	i
O=C(Nc1nnc(Cc2ccc(F)cc2)s1)Nc1ccccc1F	i	7	i	i	i	i	i	i	i	-3.0	i
CCOC(=O)N1CCN(S(=O)(=O)c2ccc(OC)cc2)CC1	i	14	i	i	i	i	i	i	i	-2.4	i
COc1ccccc1N1C(=O)C(Cl)=C(N2CCCC2)C1=O	i	3	i	i	i	i	i	i	i	-0.1	i
O=C(NCCSc1ccccc1)c1ccc(Br)cc1	i	-7	i	i	i	i	i	i	i	1.7	i
CC(=O)NCCOc1nc(N(C)C)nc(N2CCCCC2)n1	i	9	i	i	i	i	i	i	i	-0.4	i
NC(=O)C(NC(=O)OCc1ccccc1)c1ccccc1 (stereo unspecified)	i	29	i	i	i	i	i	i	i	-1.2	i
Cc1cc(-c2ccccc2)nc(SCC(=O)N2CCCC2)n1	i	15	-5.4*	i	i	i	i	i	i	0.0	i
Cn1cnnc1Sc1ccc(CN2CCN(C3CCCC3)C(CCO)C2)o1 (stereo unspecified)	i	5	i	i	i	i	i	i	i	-0.6	i
N=c1c(C(=O)NCc2ccc3c(c2)OCO3)cc2c(=O)n3ccccc3nc2n1Cc1cccnc1	i	9	i	i	i	i	i	i	i	1.2	i
Cc1cc(Br)ccc1SCC(=O)OCC(=O)N1CCN(C(=O)c2ccco2)CC1	i	6	i	i	i	i	i	i	i	-0.3	i
O=S1(=O)CC2N=C(N(Cc3c(F)cccc3Cl)c3ccccc3F)SC2C1 (stereo unspecified)	i	35	i	i	i	i	i	i	i	-0.6	i
COc1cc(N/C(N)=N/c2nc(C)cc(C)n2)cc(OC)c1	i	.	i	i	i	i	i	i	i	0.7	i
COc1ccc(-n2c3c(c(=O)[nH]c2=O)C(C(F)(F)F)(C(F)(F)F)N=C(CC(C)C)N3)cc1	i	13	i	i	i	i	i	i	i	-0.4	i
O=C(NNC(=O)c1sc2cccc(Cl)c2c1Cl)NC1CCCCC1	i	25	i	i	i	i	i	i	i	-9.5	i
Cc1ccc(C)c(-c2ccc(=O)n(Cc3c(F)cccc3Cl)n2)c1	i	-8	i	i	i	i	i	i	i	-4.4	i
O=C(CN1CCC(NC(=O)Nc2ccccc2-c2ccccc2)CC1)NCc1ccco1	i	5	i	i	i	i	i	i	i	0.0	i
CC(C)Cn1c(N)c(C(=O)COC(=O)c2ccc3c(c2)OCCO3)c(=O)n(C)c1=O	i	17	i	i	i	i	i	i	i	-0.7	i
CCOc1ccc(CCNC(=O)C2CCCN(C(=O)N(C)C)C2)cc1OCC (stereo unspecified)	i	7	i	i	i	i	i	i	i	-0.1	i
CC(NC(=O)c1cccc(OC2CCN(C3CCN(C)CC3)CC2)c1)c1ccccc1 (stereo unspecified)	i	26	i	i	i	i	i	i	i	0.1	i
COC(=O)c1[nH]c2ccc(C)cc2c1NC(=O)CCN1CCN(C2CCCCC2)CC1	i	4	.	.	i	i	.	i	i	-1.9	.
CCOc1ccc(-c2cc(C(=O)N/N=C(\C)c3cccnc3)c3ccccc3n2)cc1	i	11	i	i	i	i	i	i	i	2.5	i
COCCNC(=O)C(=O)NNC(=O)c1ccccc1OC	i	8	i	i	i	i	i	i	i	-0.1	i
Cc1ccc(S(=O)(=O)N2CCN=C2SCc2ccccc2)cc1	i	-5	i	i	i	i	i	i	i	0.1	i
Cc1cc(C)cc(NC(=O)C(Sc2ncnc3ccccc23)c2ccccc2)c1 (stereo unspecified)	i	16	i	i	i	i	i	i	i	0.3	i
CCN(CC)S(=O)(=O)c1ccc(N2CCOCC2)c(NC(=O)c2ccc(F)cc2)c1	i	29	i	i	i	i	i	i	i	-0.4	i
O=C(NNC(=O)c1ccc2c(=O)n3c(nc2c1)CCC3)c1ccc(F)cc1	i	1	i	i	i	i	i	i	i	0.4	i
Cc1ccc(S(=O)(=O)N(C)c2ccc(C(=O)N(CC(C)C)C3CCS(=O)(=O)C3)cc2)cc1 (stereo unspecified)	i	17	i	i	i	i	i	i	i	0.2	i
COc1ccccc1Nc1nc(C)cc(C)n1	i	13	i	i	i	i	i	i	i	0.6	i
COc1cc(OC)c(NC(=O)c2ccc(F)cc2)cc1Cl	i	11	i	i	i	i	i	i	i	0.1	i
CC(C)(C)c1cc(C(=O)O)nn1-c1ccccc1	i	14	i	i	i	i	i	i	i	1.1	i
CCOCCCNC(=O)C1CCN(C(=O)N(C)C)CC1	i	14	i	i	i	i	i	i	i	-0.4	i

Next section; it opens with the 3 that closed the last part.
SMILES	TRPC6 inh	AI-2 QS modul	MrgX1 antagonist	MrgX1 agonist	TRPC4 potent	TRPC6 activator	PolyA inh	TRPC4 inh	TRPC4 agonist	HIF act	MrgX1 PAM
COc1cc(OC)c(NC(=O)c2ccc(F)cc2)cc1Cl	i	11	i	i	i	i	i	i	i	0.1	i
CC(C)(C)c1cc(C(=O)O)nn1-c1ccccc1	i	14	i	i	i	i	i	i	i	1.1	i
CCOCCCNC(=O)C1CCN(C(=O)N(C)C)CC1	i	14	i	i	i	i	i	i	i	-0.4	i
Cc1ccccc1NC(NC(=O)c1cccs1)C(Cl)(Cl)Cl (stereo unspecified)	i	-20	i	i	i	i	i	i	i	-0.5	i
COC(=O)C1[C@H]2C(=O)N(Cc3cccs3)C[C@]23C=C[C@H]1O3 (stereo partly specified)	i	14	i	i	i	i	i	i	i	-0.1	i
Cc1ccc(C)c(S(=O)(=O)NCc2ccc(C(=O)N3CCC(Cc4ccccc4)CC3)cc2)c1	i	16	i	i	i	i	i	i	i	0.4	i
Cc1ccc(C(=O)N2CCc3ccccc32)cc1	i	1	i	i	i	i	i	i	i	1.9	i
COc1ccc(CN2CCNC(=O)C2CC(=O)NC2CCCCCC2)c(C)c1C (stereo unspecified)	i	33	i	i	i	i	i	i	i	-0.2	i
CCOC(=O)C1C(C(=O)Nc2cccc(C(F)(F)F)c2)C1C(=O)NC(C)C (stereo unspecified)	i	29	i	i	i	i	i	i	i	0.0	i
COc1ccc(CNC(=O)C2CCN(S(C)(=O)=O)CC2)c(OC)c1	i	3	i	i	i	i	i	i	i	0.2	i
C/C(=N\Nc1nncc2ccccc12)c1ccc(OCC(=O)N(C)C)cc1	i	-5	i	i	i	i	i	i	i	2.4	i
CCN(CC)C(=O)CSc1nc2c(sc(=S)n2-c2ccccc2)c(=O)n1Cc1ccco1	i	13	i	i	i	i	i	i	i	-0.9	i
Cc1ccc(-c2nnc(SCC(=O)N/N=C/c3ccccc3C(=O)O)n2-c2ccc(C)cc2)cc1	i	19	i	i	i	i	i	i	i	-0.6	i
O=C(CC1CCCCC1)NCCCN1CCOCC1	i	6	i	i	i	i	i	i	i	0.0	i
COc1cc(-c2cc(C(=O)NCc3ccc(S(N)(=O)=O)cc3)c3ccccc3n2)cc(OC)c1OC	i	33	i	i	i	i	i	i	i	-0.2	i
COc1ccc(NC(=O)Cc2c(F)c(F)c(F)c(F)c2F)cc1OC	i	2	i	i	i	i	i	i	i	0.0	i
CCc1cccc2c(C(=O)CSc3nncn3-c3ccc(OC)cc3)c[nH]c12	i	27	i	i	i	i	i	i	i	-0.1	i
CCOc1ccc(/C=N/NC(=O)CSc2ccccn2)cc1O	i	11	i	i	i	i	i	i	i	-0.3	i
CCC(=O)c1ccc(OCC(O)CNC2CCCC2)cc1 (stereo unspecified)	i	20	i	i	i	i	i	i	i	-0.3	i
Cc1cccc(CC(=O)Nc2sc(C(C)C)cc2C(=O)N2CCOCC2)c1	i	-4	i	i	i	i	i	i	i	-0.1	i
O=S(=O)(c1ccc(NC(=S)NC2CC2)cc1)N1CCOCC1	i	8	i	i	i	i	i	i	i	0.3	i
CCC(C)(C)NC(=O)CN(Cc1ccc(OC)cc1)C(=O)CCC(=O)Nc1nccs1	i	21	i	i	i	i	i	i	i	-0.2	i
CCOC(=O)c1nn(-c2ccc(OCC)cc2)c2nc(-c3cccc(OC)c3)c(C#N)c(=O)n12	i	29	i	i	i	i	i	i	i	-0.1	i
COc1ccc(NC(=O)C23CC4CC(C2)CC(c2ccccc2)(C4)C3)c(OC)c1	i	-1	i	i	i	i	i	i	i	-0.2	i
COCCCn1c(SCc2nnc(-c3ccccc3)o2)nc2sc3c(c2c1=O)CCC3	i	22	i	i	i	i	i	i	i	0.7	i
CCC1CCCCN1C(=O)CSc1nc2ncccc2[nH]1 (stereo unspecified)	i	4	i	i	i	i	i	i	i	-0.3	i
Cc1cc(N=Cc2c(O)n(-c3cccc(C(F)(F)F)c3)c(=O)c3ccccc23)no1	i	28	i	i	i	i	i	i	i	-0.8	i
Cc1cccc(Nc2nc(Cl)ncc2F)c1C	i	-4	i	i	i	i	i	i	i	0.4	i
Oc1ccccc1-c1cc(C(F)(F)C(F)F)[nH]n1	i	63	i	i	i	i	i	i	i	1.2	i
Cc1ccc(S(=O)(=O)NCC(=O)OCC(=O)Nc2ccccc2OC(F)F)cc1	i	40	i	i	i	i	i	i	i	0.1	i
COc1ccc(CNC(=O)C(C)N2C(=O)COc3ccc(C)cc32)c(OC)c1 (stereo unspecified)	i	12	i	i	i	i	i	i	i	0.1	i
Cc1c(CCC(=O)O)c(=O)oc2cc3occ(-c4ccc(Cl)cc4)c3cc12	i	3	i	i	i	i	i	i	i	0.5	i

Source: PubChem (several laboratories)

Some of the compounds tested (hit frequency here may not be typical).
